N370S GC = N370S glucocerebrosidase modulation, Gaucher chaperone candidate; actives 0.092% (n = 330,000); Potency, µM (series often up to 59.4 µM), inactives show at the top dose activity change, negative = inhibition, usual class: inhibitors; P04062; N370S GC spleen homogenate, 4MU-glucoside fluorescence;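 note: 0% = full enzyme activity and -100% = no enzyme basal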
FEN1 inh = blocks human flap endonuclease 1; P39748; Recombinant FEN1 flap cleavage, fluorescence, 15 min; Potency, µM (highest dose often 114 µM), inactives show top-dose activity change, negative = inhibition, most hits filed as inhibitors; actives 0.35% (n = 390,000); AID 588795; note: nearly all actives have a fitted effect of over 65% in size
Target sequence (P39748 whole entry, looked up): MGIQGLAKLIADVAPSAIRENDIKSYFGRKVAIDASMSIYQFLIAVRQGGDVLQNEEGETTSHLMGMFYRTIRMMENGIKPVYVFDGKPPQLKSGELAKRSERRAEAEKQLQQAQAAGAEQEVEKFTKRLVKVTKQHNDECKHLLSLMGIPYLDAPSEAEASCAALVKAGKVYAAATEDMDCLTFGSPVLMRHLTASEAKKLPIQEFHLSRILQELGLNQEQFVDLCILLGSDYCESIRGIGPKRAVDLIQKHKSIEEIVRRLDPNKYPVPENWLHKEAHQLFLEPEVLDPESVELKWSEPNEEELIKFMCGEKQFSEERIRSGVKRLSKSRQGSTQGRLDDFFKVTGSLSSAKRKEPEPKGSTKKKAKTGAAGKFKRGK
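Quantitative HTS format: each compound was titrated, incubated with 10 nM nuclease for 15 min at room temperature, then challenged with flap substrate at 50 nM final. Signal change over 15 min gave concentration–effect curves.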
TDP1 inh = inhibitors of human tyrosyl-DNA phosphodiesterase TDP1; Q9NUW8; recombinant TDP1, AlphaScreen DNA substrate cleavage; Potency, µM (titrated, usually from 130 µM), for the others: at the highest dose activity change, negative = inhibition, usual class: inhibitors; actives 0.28% (n = 350,000); AID 485290; note: nearly all actives have a fitted effect of over 40% in size
Target sequence (Q9NUW8 whole entry, looked up): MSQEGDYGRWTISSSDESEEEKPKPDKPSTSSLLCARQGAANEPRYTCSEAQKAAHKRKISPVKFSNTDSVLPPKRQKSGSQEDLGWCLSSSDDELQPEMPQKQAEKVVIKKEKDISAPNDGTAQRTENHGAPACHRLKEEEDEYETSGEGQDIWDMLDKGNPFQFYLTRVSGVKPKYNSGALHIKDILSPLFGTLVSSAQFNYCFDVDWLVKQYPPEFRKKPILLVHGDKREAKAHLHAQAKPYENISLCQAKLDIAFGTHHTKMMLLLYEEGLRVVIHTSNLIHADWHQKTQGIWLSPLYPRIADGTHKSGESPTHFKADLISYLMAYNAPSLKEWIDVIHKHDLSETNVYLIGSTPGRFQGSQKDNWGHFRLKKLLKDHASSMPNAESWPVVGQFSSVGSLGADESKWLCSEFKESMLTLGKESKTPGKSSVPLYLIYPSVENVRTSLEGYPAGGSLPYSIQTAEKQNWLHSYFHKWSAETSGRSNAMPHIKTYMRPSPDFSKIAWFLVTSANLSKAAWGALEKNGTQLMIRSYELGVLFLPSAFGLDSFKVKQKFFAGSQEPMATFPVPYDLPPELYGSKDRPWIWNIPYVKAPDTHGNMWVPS
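Recombinant E. coli-expressed Tdp1 (1 nM) preincubated with compound 15 min at RT, then 5'-biotin/3'-phosphotyrosine-FITC DNA substrate (15 nM) added for 5 min. AlphaScreen beads (10 ug/ml) added, 10 min RT; tyrosine-FITC cleavage read as signal loss.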
The depositor's hits bear a star; ? = inconclusive; / = no result given; & = joins results of further samples; [ ] = another dose, or the depositor's remark. Calls come from the whole dose curve; as a rule, active = well fitted curve in the direction sought with a large enough effect; inconclusive = small, poorly fitted or top-dose-only effect, or another doubt; inactive = no such curve, though single readings can be large; an effect the other way counts as inactive or inconclusive. Unless noted, % is set by controls: 0 for no effect and ±100 for the full control effect; potency is the fitted concentration of half-maximal effect.

SMILES	N370S GC	FEN1 inh	TDP1 inh
CN(C)c1cc(N)c2c(n1)CCC2 (tested in a mixture with another compound)	-3%	-1%	3%
CCCCN1C2CCC1CC(OC(c1ccc(F)cc1)c1ccc(F)cc1)C2 (stereo unspecified)	-8%	/	7%[56.1 µM]
COC(=O)C1=C(c2ccc(F)cc2OCc2ccccc2)C[C@@H]2CC[C@H]1N2C(=O)NC1CCN(Cc2ccccc2)CC1	/	-15%	3%
CC(Cc1ccccc1)NC(N)=O (stereo unspecified)	2%	0%	3%
CN(C)C(=O)Oc1ccc(-c2cn3cc(Cl)ccc3n2)cc1	4%	-3%	-3%
CCN(CC)c1ccc([N+](=O)[O-])c2cccnc12	6%	-8%	4%
CC1=Nc2cc(C(=O)N3CCC4(CC3)OCCO4)ccc2Sc2ccc(Cl)cc21	-29%	0%	3%
COc1ccc(C(=O)C2CCCN(Cc3ccc(F)cc3F)C2)cc1F (stereo unspecified)	-9%	5%	/
Cc1cc(C)cc(-n2c(/C=C/c3cccc(F)c3)nc3ccccc3c2=O)c1	/	-4%	3%
Cc1cc(C=C2C(=O)N(C)C(=S)N(C)C2=O)c(C)n1-c1ccncc1	1%	?	9%
O=C(Cn1cnc2ccccc2c1=O)NCC(=O)N1CCC2(CC1)OCCO2	1%	-10%	4%
CCCCCC[C@H]1C(=O)O[C@H](C)[C@H](NC(=O)c2cccc(NC=O)c2O)C(=O)O[C@@H](C)[C@@H]1OC(=O)CC(C)C	3%	/	21%[56.1 µM]
O=C(CCN1CCCCC1)NCC(=O)Nc1ccc(Br)cc1C(=O)c1ccccc1	-1%	-6%	3%
COc1ccc(-n2c(C)nc3cc(C(=O)N4CCC5(CC4)OCCO5)ccc32)cc1	3%	-12%	-3%
COc1ccccc1NC(=O)COC(=O)c1cc(C)n(C2CC2)c1C	/	11%	0%
Cc1cc(OC(=O)c2ccco2)c2c3c(c(=O)oc2c1)CCC3	-7%	2%	6%
CN(C)CC1Oc2ccccc2OC1(O)c1ccccc1 (stereo unspecified)	9%	-13%	/
CN(CC(=O)O)C(=O)[C@H](Cc1ccccc1)NC(=O)[C@@H](CCCN=C(N)N)NC(=O)[C@@H](N)Cc1ccc(O)cc1	-2%	/	6%
CCOc1ccc(CC2C(=O)NC(=O)N(c3ccc(CC)cc3)C2=O)cc1 (stereo unspecified)	11%	-5%	-14%
O=c1[nH]c(O)c(C=Nc2ccccc2[N+](=O)[O-])c(=O)[nH]1	3%	/	-3%
O=C(Nc1cccc(C(F)(F)F)c1)OC1CN2CCC1CC2 (stereo unspecified)	-13%	16%	/
CCN(CC)c1ccc(N=Cc2c(O)n(-c3ccccc3C)c(=O)[nH]c2=O)cc1	-3%	-2%	9%
CC(=O)OC1C2CCC1C(N1CCCC1)CC2 (stereo unspecified)	6%	10%	5%
O=C(COc1ccccc1)N1CCN(CC2CC=CCC2)CC1 (stereo unspecified)	-1%	-12%	7%[0.0935 µM]
Cc1ccc(NC(=O)N(Cc2ccc3c(c2)OCO3)C2CCN(Cc3ccccc3)CC2)cc1F	/	-9%	5%

Taken from above:
CN(C)C(=O)Oc1ccc(-c2cn3cc(Cl)ccc3n2)cc1 @ FEN1 inh: -3%
COc1ccc(-n2c(C)nc3cc(C(=O)N4CCC5(CC4)OCCO5)ccc32)cc1 @ FEN1 inh: -12%
COc1ccc(C(=O)C2CCCN(Cc3ccc(F)cc3F)C2)cc1F (stereo unspecified) @ FEN1 inh: 5%

The listing continues:
SMILES	N370S GC	FEN1 inh	TDP1 inh
CCCNC1=C(C)C(=O)C2=C(C1=O)C(COC(N)=O)[C@]1(OC)C3NC3CN21 (stereo partly specified)	-12%	-7%	1%
CCOC(=O)c1c(NC(=O)C(c2ccccc2)c2ccccc2)sc2c1C1CCN2CC1	15%	-17%	8%
C=CCSc1nc2c(c(-c3ccsc3)c1C#N)CN(C)CC2	8%	-2%	/
CC(C)[C@]1(O)[C@@H](OC(=O)c2ccc[nH]2)[C@@]2(O)[C@@]3(C)C[C@]4(O)O[C@@]5([C@H](O)[C@@H](C)CC[C@]35O)[C@@]2(O)C41C	-1%&9%&6%&-3%	19%	8%&0%&11%&-3%
CC(C)CN(CC(C)C)C(=O)C1C2c3ccccc3C(c3ccccc32)C1C(=O)O (stereo unspecified)	32%	21%	3%
CCSc1nnc(NC(=O)c2cccn(Cc3ccc(Cl)cc3)c2=O)s1	/	-16%	-7%
CCCN(CCC)c1c([N+](=O)[O-])cc(S(N)(=O)=O)cc1[N+](=O)[O-]	9%	/	15%
COc1cc(/C=C/c2nc3ccccc3c(=O)n2-c2ccc(Br)c(C)c2)ccc1O	/	-13%	8%
CN1CC[C@]23c4c5ccc(O)c4OC2[C@H](O)C=CC3[C@H]1C5 (stereo partly specified)	/	17%	1%
c1ccc(CCCCN2CCC(c3ccccc3)CC2)cc1	17%&-7%	/	7%
C=C(COC(=O)CCC(=O)O)CC1CC(O)[C@]2(C)OC3CC4OC5C[C@]6(C)O[C@]7(C)CCC8OC9C[C@]%10(C)OC%11C(C)=CC(=O)OC%11CC%10OC9C[C@@H](C)C8OC7CC6O[C@]5(C)C/C=C\C4OC3CC2O1 (stereo partly specified)	-7%	-5%	1%&-1%
Cc1nn(Cc2ccccc2)c(C)c1C(=O)NCc1ccccc1	-5%	1%	-3%
CCOC(=O)c1c(C)n(Cc2ccccc2)c2ccc(OCC(O)Cn3nc(C)cc3C)cc12 (stereo unspecified)	2%	-6%	10%[56.1 µM]
O=C(COc1ccc2c3c(c(=O)oc2c1)CCC3)N1C[C@H]2C[C@@H](C1)c1cccc(=O)n1C2	-1%	-8%	/
C=CCn1c(O)c(C(C)=NC(C)c2ccccc2)c(=O)[nH]c1=O (stereo unspecified)	5%	-8%	/
c1ccc2cc(CC3=NCCN3)ccc2c1	-3%&3%	5%	-3%
c1cc2n(c1)-c1c(ccc3c1OCO3)CNC2c1ccc2c(c1)OCO2 (stereo unspecified)	-11%	0%	6%
O=C(CCc1nnc2ccc(NCc3ccccc3Cl)nn12)N1CCC2(CC1)OCCO2	1%	6%	3%
Oc1cc2c(cc1O)[C@H]1c3ccccc3CN[C@@H]1CC2	-4%	?	0%
BrCCc1ccccc1	-2%	9%	0%&17%
COc1ccc(Cl)cc1N=Cc1c(O)n(C)c(=O)n(C)c1=O	6%	2%	/
O=C(NCc1cccnc1)Nc1ccc([N+](=O)[O-])cc1	-14%	3%	3%
Fc1ccc(C2=CCN(C(c3cccs3)c3nnnn3CCc3ccccc3)CC2)cc1 (stereo unspecified)	8%	-17%	2%
CCOC(=O)c1nc2ccccc2c(=O)n1-c1ccc(C)cc1	10%	-1%	8%
COc1ccc(CN2C(=O)CC(=O)NC2=O)cc1	-8%	14%	0%

The list goes on; it opens with the 4 that closed the last part.
SMILES	N370S GC	FEN1 inh	TDP1 inh
O=C(NCc1cccnc1)Nc1ccc([N+](=O)[O-])cc1	-14%	3%	3%
Fc1ccc(C2=CCN(C(c3cccs3)c3nnnn3CCc3ccccc3)CC2)cc1 (stereo unspecified)	8%	-17%	2%
CCOC(=O)c1nc2ccccc2c(=O)n1-c1ccc(C)cc1	10%	-1%	8%
COc1ccc(CN2C(=O)CC(=O)NC2=O)cc1	-8%	14%	0%
CCOc1ccc(-n2c(O)c(C=NCCCn3ccnc3)c(=O)[nH]c2=O)cc1	-4%	6%	5%
CCN1CCN(C(=O)COc2ccc(S(=O)(=O)Nc3ccc(Cl)cc3)cc2)CC1	-13%	-5%	6%[56.1 µM]
CN1C2CC3CC1C(O3)C2O (stereo unspecified)	11%	/	10%[56.1 µM]
COc1ccccc1N=Cc1c(O)n(C)c(=O)n(C)c1=O	?	-1%	-2%
C[C@]12C=CC(=O)C=C1CC[C@@H]1C2CC[C@]2(C)OC(=O)CCC12 (stereo partly specified)	-1%&-10%	-5%	7%
CC1=CC(=O)OC2CC3OC4C[C@@H](C)C5OC6CC7O[C@]8(C)C/C=C\C9OC%10CC%11OC(CC(C)CO)CC(O)[C@]%11(C)OC%10CC9OC8C[C@]7(C)O[C@]6(C)CCC5OC4C[C@]3(C)OC12 (stereo partly specified)	-7%	-9%	5%
CCCCC(=O)N/N=C/c1c(O)n(-c2ccccc2)c(=O)[nH]c1=O	2%	0%	/
CN1CCN(c2ccc(F)cc2N)CC1	-9%	10%	-1%
Nc1cccc2c(N)cccc12	-9%	/	18%
N#Cc1ccccc1NC(=O)c1cccn(Cc2ccccc2)c1=O	/	-18%	-10%
CCCCc1nc2ccccc2c(=O)n1-c1ccccc1[N+](=O)[O-]	8%	7%	4%
Cc1cc(NCCN)nc2ccccc12	5%	-1%	-1%
O=C(c1ccc2c(c1)OCO2)C1CCCN(CC2CCCCC2)C1 (stereo unspecified)	-29%	5%	/
N#CC1=C(N)Oc2c(c(=O)oc3ccccc23)C1c1ccc([N+](=O)[O-])o1 (stereo unspecified)	-7%	50µM*	?
CN=C=S	-1%	/	3%
CC(C)CC(N)C1(c2ccc(Cl)cc2)CCC1 (stereo unspecified)	-12%	/	4%
COC(=O)C1=C(c2cccc(OCc3ccccc3)c2)C[C@@H]2CC[C@H]1N2C(=O)NC1CCN(Cc2ccccc2)CC1	/	-9%	5%
COc1ccc(NC(=O)CCn2cc(C)c3ccccc32)cc1	?	10%	/
CCN1CCN(c2ccc(NC(=O)C(C)C)cc2Cl)CC1	3%	-4%	0%
O=C(O)C1CN2CCC1CC2 (stereo unspecified)	1%	-15%	-1%
COc1cc(C(c2c(C)[nH]n(-c3ccccc3)c2=O)c2c(C)[nH]n(-c3ccccc3)c2=O)cc(OC)c1OC	-12%	?	3%
O=S(=O)(c1ccc(Cl)cc1)N1CCCCC1c1cccnc1 (stereo unspecified)	0%	-18%	3%
C=CCn1c(O)c(C(CC)=Nc2ccc(C(=O)O)cc2)c(=O)[nH]c1=O	-5%	-1%	/
COc1cccc(NC(=O)[C@@H](NC(=O)N2C[C@H]3C[C@@H](C2)c2cccc(=O)n2C3)C(C)C)c1	1%	12%	/
CCCCCn1cc(C(=O)C(=O)N2CCOCC2)c2ccccc21	-5%	-1%	2%
Further compounds follow.
SMILES	N370S GC	FEN1 inh	TDP1 inh
C=C(C=O)CC1CC(O)[C@]2(C)OC3CC4OC5C[C@]6(C)O[C@]7(C)CCC8OC9C[C@]%10(C)OC%11C(C)=CC(=O)OC%11CC%10OC9C[C@@H](C)C8OC7CC6O[C@]5(C)CC5OC5C4OC3CC2O1 (stereo partly specified)	3%	1%	5%
COC(=O)[C@@H]1C[C@@]1(C)[C@@H](NP(=O)(c1ccccc1)c1ccccc1)c1ccccc1	2%&16%	-17%	4%
COc1ccccc1-n1c(-c2ccccc2Br)nc2ccccc2c1=O	-11%	0%	/
CCCCn1c(O)c(C(C)=NC(C)c2ccccc2)c(=O)[nH]c1=O (stereo unspecified)	?	-3%	1%
CN1[C@@H]2CC[C@H]1CC(OC(=O)N1Cc3ccccc3NC1=O)C2 (stereo partly specified)	-10%	/	6%
Cc1cc(C)c(-n2c(O)c(/C=N/NC(=O)c3ccncc3)c(=O)[nH]c2=O)c(C)c1	-6%	5%	/
CC(=O)CC(c1ccccc1[N+](=O)[O-])c1c(O)c2ccccc2oc1=O (stereo unspecified)	2%	8%	1%
C=CCn1c(O)c(N=Nc2c(C)n(C)n(-c3ccccc3)c2=O)c(=O)[nH]c1=S	8%	2%	0%
CC1=CC(=C2C(=O)NC(=O)NC2=O)C=C(C(F)(F)F)N1Cc1ccccc1	7%	-10%	7%
CC(C)[C@]12O[C@H]1[C@@H]1O[C@]13[C@]1(O[C@H]1C[C@H]1C4=C(CC[C@@]13C)C(=O)OC4)[C@@H]2O	-5%&6%	/	6%&0%
Cc1ccc(OCC(=O)N2CCN(Cc3ccc4c(c3)OCO4)CC2)cc1	-18%	5%	/
Oc1cc2c(cc1CN1CCN(c3ccc(F)cc3)CC1)OCO2	-4%	15%	5%[0.0935 µM]
Clc1ccccc1CNC1CN2CCC1CC2 (stereo unspecified)	3%	3%	-5%
O=C1CC2OCC=C3CN4CC[C@@]56c7ccccc7N1C5C2C3CC46 (stereo partly specified)	1%	/	9%[56.1 µM]
CC(=O)Nc1cc([As](=O)(O)O)ccc1O	14%&5%&3%	-1%	-8%
Cn1cccc1CNCCc1ccccc1	2%	/	-2%
COC(=O)C(N)CCCN=C(N)N[N+](=O)[O-] (stereo unspecified)	1%	/	9%[56.1 µM]

Part of the list above, with bars between the fields.
SMILES | N370S GC | FEN1 inh | TDP1 inh
CC1=CC(=C2C(=O)NC(=O)NC2=O)C=C(C(F)(F)F)N1Cc1ccccc1 | 7% | -10% | 7%
CC(C)[C@]12O[C@H]1[C@@H]1O[C@]13[C@]1(O[C@H]1C[C@H]1C4=C(CC[C@@]13C)C(=O)OC4)[C@@H]2O | -5%&6% | / | 6%&0%

A stretch from further up, for reference:
SMILES	N370S GC	FEN1 inh	TDP1 inh
CC(=O)Nc1cc([As](=O)(O)O)ccc1O	14%&5%&3%	-1%	-8%
Cn1cccc1CNCCc1ccccc1	2%	/	-2%
COC(=O)C(N)CCCN=C(N)N[N+](=O)[O-] (stereo unspecified)	1%	/	9%[56.1 µM]

From PubChem BioAssay

The list is partial. The share of hits here may be higher or lower than overall.
